Screening results as filed in PubChem BioAssay.
TDP1 cell CPT: growth inhibition of DT40 Tdp1-/-;hTDP1 cells with camptothecin (screen for TDP1 inhibitors); chicken DT40 Tdp1-/-;hTDP1 cells + 20 nM CPT, ATP luminescence, 48 h; Potency, µM (series often up to 46.2 µM), for inactives: at the top dose activity change, negative = growth inhibition, hits mostly inhibitors; actives 12% (n = 420,000); AID 686979; further: nearly all actives have a fitted effect of over 55% in size
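Chicken DT40 Tdp1-/- cells stably complemented with human TDP1 were seeded at 400 cells/well in medium containing 20 nM camptothecin, exposed to pin-transferred compounds, and grown at 37 °C for at least 48 hr. Viability was read as ATP luminescence.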
TDP1 block: inhibitors of human tyrosyl-DNA phosphodiesterase TDP1; actives 0.28% (n = 350,000); Potency, µM (doses to about 130 µM), for inactives: at the highest dose activity change, negative = inhibition, hits mostly inhibitors; AID 485290; recombinant TDP1, AlphaScreen DNA substrate cleavage; Q9NUW8; further: nearly all actives have a fitted effect of over 40% in size
Target sequence (Q9NUW8 whole entry, looked up): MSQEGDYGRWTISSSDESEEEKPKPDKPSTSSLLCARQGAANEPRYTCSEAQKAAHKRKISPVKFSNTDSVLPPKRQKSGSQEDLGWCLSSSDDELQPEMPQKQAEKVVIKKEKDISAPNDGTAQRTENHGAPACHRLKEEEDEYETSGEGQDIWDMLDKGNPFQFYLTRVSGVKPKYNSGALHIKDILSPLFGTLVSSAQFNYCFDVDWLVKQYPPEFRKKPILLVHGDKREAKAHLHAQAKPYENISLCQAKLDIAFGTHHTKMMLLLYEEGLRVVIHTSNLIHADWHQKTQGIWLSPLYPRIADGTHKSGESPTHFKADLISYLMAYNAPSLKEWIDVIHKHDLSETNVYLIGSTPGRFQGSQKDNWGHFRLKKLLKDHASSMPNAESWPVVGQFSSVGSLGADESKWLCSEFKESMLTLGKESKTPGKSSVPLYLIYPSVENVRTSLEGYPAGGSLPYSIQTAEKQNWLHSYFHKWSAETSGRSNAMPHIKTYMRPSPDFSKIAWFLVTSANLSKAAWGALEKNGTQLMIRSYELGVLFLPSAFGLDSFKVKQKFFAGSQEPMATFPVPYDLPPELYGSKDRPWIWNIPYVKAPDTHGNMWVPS
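AlphaScreen read-out: signal falls as enzyme removes the 3' tyrosine-FITC from a 5'-biotinylated DNA oligo (15 nM, 5 min, RT). Enzyme was E. coli-made recombinant Tdp1 at 1 nM, exposed to compound for 15 min beforehand; beads 10 ug/ml, 10 min.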
TDP1 cell noCPT: qHTS for Inhibitors of human tyrosyl-DNA phosphodiesterase 1 (TDP1): qHTS in cells in absence of CPT. DT40 Tdp1-/- hTDP1 cells, no CPT, ATP luminescence, 48 h. Potency, µM (titrated, usually from 46.2 µM), for inactives: at the highest dose activity change, negative = growth inhibition, usual class: inhibitors. actives 15% (n = 420,000). AID 686978, 2013; further: nearly all actives have a fitted effect of over 55% in size
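Readout: luminescence from CellTiter-Glo after 30 min in the dark at RT. Cells: DT40 Tdp1-/- with stable hTDP1, 400/well. Exposure: compounds alone, ≥48 hr, 37 °C.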
* marks the source's active call; other numbers are inactive results; ? = inconclusive; · = not tested or not shown; & = joins results of further samples; [ ] = another dose, or the depositor's remark. The call rests on the fitted dose curve; in most records, active means well fitted curve in the direction sought with a large enough effect; inconclusive means small, poorly fitted or top-dose-only effect, or another doubt; inactive means no such curve, though single readings can be large; an effect the other way counts as inactive or inconclusive. On the % scale 0 is the no-effect control and ±100 the full control effect; potency means the concentration at half of the fitted maximal effect.

SMILES | TDP1 cell CPT | TDP1 block | TDP1 cell noCPT
Clc1nc(-c2cccnc2)nc2scc(-c3ccccc3)c12 | ? | -1% | ?
O=C1c2ccccc2C(=O)N1Cc1nn2c(-c3ccc(Cl)cc3)nnc2s1 | -29% | -2% | ?
CCCCNc1c(-c2ccc(-c3cccc(Cl)c3)cc2)nc2ccc(Cl)cn12 | ? | 1% | ?
COc1ccc(C2=CC(c3cc(Br)ccc3F)n3c(nc4ccccc43)N2)cc1 (stereo not given) | ? | 6% | ?
O=C(c1cccc(S(=O)(=O)N2CCOCC2)c1)N1CCCC1 | ? | 6% | -5%
O=C(c1ccccc1F)N1CCN(S(=O)(=O)c2ccc(S(=O)(=O)N3CCCCC3)cc2)CC1 | -2% | 0% | -10%
Cc1ccc(NC(=O)CN2C(=O)N/C(=C\c3cccnc3)C2=O)cc1 | -20% | 10% | -21%
COc1ccccc1CN1C[C@@H]2C[C@@H](c3[nH]c4ccc(C)cc4c3C)N3CCC[C@@]23C1=O | ? | 2% | ?
Cc1c(NC(=O)C(C)OC(=O)CCOc2ccccc2)c(=O)n(-c2ccccc2)n1C (stereo not given) | -5% | · | 3%
CC(=O)c1ccc(OC(C)C)c(CSC(=N)N)c1 | 23µM* | 0% | ?
CCn1c(SCC(N)=O)nnc1-c1ccc(OC)c(OC)c1 | 1% | -2% | 0%
COc1ccc(-c2cc(C(=O)Nc3ccc(S(=O)(=O)Nc4onc(C)c4C)cc3)c3ccccc3n2)cc1 | -5% | 3% | -19%
Cc1cccc(C)c1NC(=O)COC(=O)CCc1ccc(S(=O)(=O)N2CCCCC2)cc1 | -8% | -2% | -1%
CCOC(=O)CC(=O)CSc1nc2c(c(-c3cccs3)c1C#N)CCC2 | 3% | -8% | -4%
Cc1cc(O)cc2c1C1CCC3(C)C(O)CCC3C1C=C2 (stereo not given) | ? | · | 21µM*
Cc1cccc(NC(=S)NNc2ncc(C(F)(F)F)cc2Cl)c1 | ? | 12% | ?
Cc1nnc(SCC(=O)NCc2cccc(F)c2)c2nn(-c3ccccc3)c(C)c12 | 8.2µM* | -3% | 7.3µM*
COc1ccc(CNC(=O)c2nn(C)c3c2CS(=O)(=O)c2ccccc2-3)cc1 | ? | 4%&5% | ?
Cc1c(C=N)c(O)n(C)c(=O)c1C#N | -2% | · | 4%
COC(=O)c1c(-c2c(Cl)cccc2Cl)noc1NC(=O)NN1CCCCC1 | ? | 3% | 16µM*
O=C1/C(=C/c2cccnc2)SC(=S)N1CC1CCCO1 (stereo not given) | -4% | 1% | ?
Cc1cccc(CN2CCN(CC(=O)NCc3cccs3)C2=O)c1 | -2% | 0% | -17%
CCN(C(=O)COC(=O)c1cccnc1Nc1ccccc1F)C1CCS(=O)(=O)C1 (stereo not given) | 15% | 2% | -12%
COc1ccc(NC(=O)C2CCCN(S(=O)(=O)c3ccccc3)C2)c(OC)c1 (stereo not given) | ? | 4%[56.1 µM] | ?
O=C(CN1CCC(NC(=O)Nc2ccccc2)CC1)Nc1cccc([N+](=O)[O-])c1 | 7% | 0% | ?
O=C(NCc1ccc2c(c1)OCO2)c1nc(S(=O)(=O)Cc2ccccc2)ncc1Cl | 2.6µM* | 6% | 4.1µM*
O=C(CN1CCN(c2ccccc2)CC1)NCc1ccc(F)cc1 | -6% | · | 6%
Cc1cc(OCC(=O)Nc2cc(C(C)(C)C)on2)ccc1[N+](=O)[O-] | -5% | 5% | -29%
CCC(=O)c1cc(-c2nc3ccccc3n2C)n(C)c1 | 2% | -3% | -8%
CCCOc1ccc(F)cc1-c1cc(C(=O)Nc2ccc(C(C)C)cc2)[nH]n1 | ? | · | 26µM*
O=C(Nc1cccc(-c2nc3ccccc3[nH]2)c1)c1cccc(NC(=O)c2ccco2)c1 | 16µM* | 1% | 18µM*
Cc1ccccc1NCc1cccn1-c1nnc(N2CCC(C)CC2)s1 | ? | 8% | ?
CC(C)(C)c1cc(NC(=O)Nc2ccc(Br)cc2Cl)no1 | 21µM* | 3% | ?
CC(=O)c1cc2c(cc1NC(=O)c1c(C)nn(-c3ccc(C)cc3)c1-n1cccc1)OCO2 | -2% | -3% | -2%
COc1ccc(-n2c(SCC(=O)Nc3cc(C)on3)nc3c([nH]c4ccccc43)c2=O)cc1OC | -1% | 2% | ?
CNc1ncnc2ccc(-c3cccc(OC)c3)cc12 | 16µM* | · | 23µM*
Cc1ccc2ncccc2c1NC(=S)NC(=O)c1ccccc1 | ? | 6% | ?
Cc1sc(NC(=O)/C=C/c2ccco2)c(C(=O)O)c1C | -2% | -2% | -4%
COc1ccc(S(=O)(=O)N2CCN(C(=O)CC3CC4CCC3C4)CC2)cc1 (stereo not given) | -52% | 1% | ?
CCc1ccccc1N1C(=O)N(Cc2cc(=O)n3ccccc3n2)c2ccccc2S1(=O)=O | 23µM* | -2% | 18µM*

In a second layout: results already given
| mol | TDP1 cell CPT | TDP1 block | TDP1 cell noCPT |
| --- | --- | --- | --- |
| O=C(CN1CCC(NC(=O)Nc2ccccc2)CC1)Nc1cccc([N+](=O)[O-])c1 | 7% | 0% | ? |
| O=C(NCc1ccc2c(c1)OCO2)c1nc(S(=O)(=O)Cc2ccccc2)ncc1Cl | 2.6µM* | 6% | 4.1µM* |
| O=C(CN1CCN(c2ccccc2)CC1)NCc1ccc(F)cc1 | -6% | · | 6% |
| Cc1cc(OCC(=O)Nc2cc(C(C)(C)C)on2)ccc1[N+](=O)[O-] | -5% | 5% | -29% |
| CCC(=O)c1cc(-c2nc3ccccc3n2C)n(C)c1 | 2% | -3% | -8% |
| CCCOc1ccc(F)cc1-c1cc(C(=O)Nc2ccc(C(C)C)cc2)[nH]n1 | ? | · | 26µM* |
| O=C(Nc1cccc(-c2nc3ccccc3[nH]2)c1)c1cccc(NC(=O)c2ccco2)c1 | 16µM* | 1% | 18µM* |
| Cc1ccccc1NCc1cccn1-c1nnc(N2CCC(C)CC2)s1 | ? | 8% | ? |
| CC(C)(C)c1cc(NC(=O)Nc2ccc(Br)cc2Cl)no1 | 21µM* | 3% | ? |
| CC(=O)c1cc2c(cc1NC(=O)c1c(C)nn(-c3ccc(C)cc3)c1-n1cccc1)OCO2 | -2% | -3% | -2% |
| COc1ccc(-n2c(SCC(=O)Nc3cc(C)on3)nc3c([nH]c4ccccc43)c2=O)cc1OC | -1% | 2% | ? |
| CNc1ncnc2ccc(-c3cccc(OC)c3)cc12 | 16µM* | · | 23µM* |
| Cc1ccc2ncccc2c1NC(=S)NC(=O)c1ccccc1 | ? | 6% | ? |
| Cc1sc(NC(=O)/C=C/c2ccco2)c(C(=O)O)c1C | -2% | -2% | -4% |
| COc1ccc(S(=O)(=O)N2CCN(C(=O)CC3CC4CCC3C4)CC2)cc1 (stereo not given) | -52% | 1% | ? |
| CCc1ccccc1N1C(=O)N(Cc2cc(=O)n3ccccc3n2)c2ccccc2S1(=O)=O | 23µM* | -2% | 18µM* |

Additional compounds:
SMILES | TDP1 cell CPT | TDP1 block | TDP1 cell noCPT
O=C(NCCN1CCOCC1)c1cc2cc(Br)ccc2oc1=O | -2% | 1% | -13%
CCOC(=O)c1ccc(N2CSC3=C(C#N)C(c4cccs4)CC(=O)N3C2)cc1 (stereo not given) | -19% | 9% | -12%
COc1ccc(CC(=O)Nc2nnc3n2CCS3)cc1OC | -12% | 0% | -29%
C/C(O)=C(/C#N)c1nc2ccccc2[nH]1 | ? | 0% | ?
COc1ccc(C(=O)C(=NN)c2ccccc2)cc1 | -12% | · | -5%
COc1ccc(CCNc2ccc(C(CC(N)=O)NC(=O)Cc3ccc(Br)cc3)cc2[N+](=O)[O-])cc1 (stereo not given) | ? | 6% | -29%
Cc1cccc(N2CCN(C(=O)c3ccc4c(c3)N(Cc3cccc(Cl)c3)C(=O)c3ccccc3S4(=O)=O)CC2)c1C | -7% | 4% | -6%
COC(=O)c1cc(C(=O)OCC(=O)Nc2ccc(N3CCOCC3)cc2)cc([N+](=O)[O-])c1 | 7% | 0% | 7%
COc1ccc(-c2noc(-c3ccccc3-c3ccccc3)n2)cc1 | -5% | -3% | -29%
O=C(CN1CCN(S(=O)(=O)/C=C/c2ccccc2)CC1)NCC(F)(F)F | 3% | 10% | -23%
CC(C)c1ccc2[nH]c3c(c2c1)[C@@H]1CCN2C(=O)CCC[C@H](C3)[C@H]12 | 18µM* | · | 15µM*
CCN(CC)S(=O)(=O)c1ccc2c(c1)nc(SCc1nc3ccsc3c(=O)[nH]1)n2CC | -2% | 5% | ?
O=C(NCCc1ccccc1)c1ccc2c(c1)N(Cc1ccccc1)C(=O)c1ccccc1S2=O (stereo not given) | 29µM* | -2% | ?
C(=N\N1CCN(Cc2cccc3ccccc23)CC1)/c1ccco1 | -16% | 8% | ?
CC1CC(C)CN(S(=O)(=O)c2ccc(F)c(C(=O)Nc3ccc(Cl)cc3F)c2)C1 (stereo not given) | ? | 2% | -17%
CCN(CC)c1ccc(NC2CC(=O)N(CCc3ccc(OC)cc3)C2=O)cc1 (stereo not given) | 13µM* | 10% | 15µM*
CCC(=O)c1ccc(OCC(=O)O)cc1 | -3% | 1% | 10%
O=C(O)CCCNC(=O)C(c1ccccc1)c1ccccc1 | 15%&18% | 2%&3% | -12%&6%
Cc1ccc(S(=O)(=O)Nc2nc3cc(C)c(C)cc3[nH]2)cc1 | ? | 0% | ?
CCOc1ccc(NC(=S)NC(C)CCc2ccccc2)cc1 (stereo not given) | -1% | 3% | 3%
CCOc1ccc(-c2cc(C(=O)NCc3cc(C(F)(F)F)cc(C(F)(F)F)c3)[nH]n2)c(C)c1 | ? | · | ?
NCCNc1cccc2ccccc12 | ? | 13% | ?
COc1ccccc1-n1cc(-c2ccc(C)cc2)[nH]c1=S | 3.7µM* | · | 4.1µM*
CC(=O)c1cc(CN2CCCCC2)cc(OC(C)C)c1 | -9% | 3% | 6%
O=C(c1ccc(=O)[nH]c1)N(Cc1ccco1)C1(C(=O)NC2CCCC2)CCCCC1 | -25% | 4% | -3%
CC(=O)Nc1nonc1-c1nnc(SCC(=O)Nc2ccc(F)cc2F)n1-c1ccccc1 | ? | 4% | ?
COc1ccc(C2Oc3ccccc3C3=C2C(c2cccs2)n2ncnc2N3)cc1 (stereo not given) | 21µM* | -8% | 23µM*
C=C(C)C1CC=C(C)/C(=N/NC(=O)COc2ccccc2C)C1 (stereo not given) | -21% | 0% | ?
O=C(NCC1CCCO1)c1ccccc1NS(=O)(=O)c1ccc(Br)s1 (stereo not given) | 14% | · | -29%
CCOC(=O)N1CCC(NC(=O)c2oc3c(c2C)-c2[nH]ncc2CC3)CC1 | 1% | 6% | -10%
O=S(=O)(NCCN1CCCC1)c1cccc2cccnc12 | -1% | 2% | -11%
Cc1cccc(C)c1-n1ncc(C(=O)NCCN2CCOCC2)c1C1CCN(C(=O)OC(C)(C)C)CC1 | -30% | 2% | -9%
O=C(Cc1ccc(Nc2nc3ccc(Br)cc3[nH]2)cc1)NCCc1cccs1 | ? | 5% | ?
Cc1ccccc1NC(=O)c1ccc(C)c(S(=O)(=O)NCc2cccnc2)c1 | 3% | 3% | 1%
COc1ccc(-c2cc(C(F)(F)F)n3nc(C(=O)Nc4cc(Cl)cc(Cl)c4)cc3n2)cc1 | -12% | -6% | ?
CCCCNS(=O)(=O)c1ccc(NC(=O)c2c(-c3ccccc3Cl)noc2C)cc1 | -8% | 5% | ?
COc1ccccc1CNC(=O)C(=O)NCC1OCCN1C(=O)c1ccc(Cl)cc1 (stereo not given) | -19% | · | -27%
O=C(O)CCCCCN1C(=O)/C(=C/c2ccncc2)SC1=S | 23µM* | -3% | 23µM*
O=C(c1cc([N+](=O)[O-])ccc1N1CCCCC1)N1CCCC1 | -18% | -3% | -11%
COCCn1c(C)cc(C(=O)COC(=O)c2ccc(-n3nc(C)cc3C)cc2)c1C | -6% | 0% | -16%
CCC(=O)n1nc(-c2ccc(OC)cc2)nc1N | 1% | 6% | -7%
CC(C)COc1ccc(-c2nonc2NC(=O)c2ccc(F)cc2)cc1 | ? | 5% | ?
NC(Cc1ccccc1)c1csc(Nc2cc(Oc3ccccc3)ncn2)n1 (stereo not given) | ? | · | 16µM*
O=C(CCCCn1ccc(=O)[nH]c1=O)Nc1ccc(O)c(C(=O)O)c1 | -3% | · | -9%
COc1ccc(CNc2nc3c(S(=O)(=O)c4ccccc4)nnn3c3ccc(Cl)cc23)cc1 | ? | -1% | -27%
CSCCC(Nc1ccc(S(=O)(=O)N2CCOCC2)cc1[N+](=O)[O-])C(=O)OCC(=O)N(C(C)C)C(C)C (stereo not given) | -16% | 8% | -5%
